# AddAB inh = less growth of phage-infected E. coli with AddAB; E. coli expressing H. pylori AddAB, absorbance growth; inhibition, % at 11.9 µM; 330,000 tested, 0.29% active; in the data active means inhibition above about 12%;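 further: 0% = vehicle wells of infected cells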
# Mot1-301 SUMO = SUMOylation pathway inhibition by Mot1-301 growth rescue | S. cerevisiae Mot1-301 growth rescue, ATP luminescence, 38.5C; percent above DMSO median, 100 means doubled | growth rescue, % at 18.8 µM | 320,000 tested, 1% active | AID 2716;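 active means every valid replicate shows activation above 250% relative to neutral control wells; inactive means the rest, any valid replicate at or below 250%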;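 further: OY570 slx delta 5 strain wells were the positive control but not used for scaling; some compounds called inactive have numbers as strong as hits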
# PKA-R1A activ = activates the PKA-R1A holoenzyme complex | 340,000 tested, 0.083% active | activation, % at 11.4 µM | PKA-R1A dissociation, Cy5-IP20 fluorescence polarization; scaled: DMSO 0%, 113 µM cGMP 100% | P00514+P68181 | AID 504707;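 active means percent activation above the mean of all tested compounds plus 3 SD, cut at about 19% in these data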;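 further: higher means more PKAc released from R1A so a rise in polarization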
# DAGLB inhibitor = diacylglycerol lipase beta (human) inhibition; HEK293T DAGLB membrane lysate, EnzChek fluorogenic substrate; inhibition, % at 5.17 µM; 340,000 tested, 0.059% active; AID 504411; in the data active means inhibition above about 34%;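 further: 0% = enzyme with vehicle and 100% = wells lacking enzyme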
# Tat export inh = E. coli Tat transport inhibition; E. coli MC4100 TorA-mCherry Tat export, fluorescence; inhibition, % at 10 µM; 340,000 tested, 0.036% active;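 active means mean replicate inhibition at least 50% and at least half of replicates individually reaching 50%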;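 further: exported cargo escapes ClpAP degradation while cytoplasmic cargo is degraded and loses fluorescence; 0% = median of neutral control wells and 100% = median of NaSCN control wells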
# PKA-R2B activ = activates the human PKA-R2B holoenzyme complex. activation, % at 11.4 µM. 340,000 tested, 0.079% active. PKA-R2B holoenzyme dissociation, Cy5-IP20 fluorescence polarization; R2B truncated from residue 108, S112A mutant; 0% DMSO only, 100% 113 µM cGMP. AID 504700. P22694+P31323;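 active means activation above a cutoff set at the mean over all compounds plus 3 SD, cut at about 18% in these data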;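 further: higher means more holoenzyme dissociation and a rise in polarization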
# Target sequence (P31323 whole entry, looked up, other chains not shown, the tested form may be a part): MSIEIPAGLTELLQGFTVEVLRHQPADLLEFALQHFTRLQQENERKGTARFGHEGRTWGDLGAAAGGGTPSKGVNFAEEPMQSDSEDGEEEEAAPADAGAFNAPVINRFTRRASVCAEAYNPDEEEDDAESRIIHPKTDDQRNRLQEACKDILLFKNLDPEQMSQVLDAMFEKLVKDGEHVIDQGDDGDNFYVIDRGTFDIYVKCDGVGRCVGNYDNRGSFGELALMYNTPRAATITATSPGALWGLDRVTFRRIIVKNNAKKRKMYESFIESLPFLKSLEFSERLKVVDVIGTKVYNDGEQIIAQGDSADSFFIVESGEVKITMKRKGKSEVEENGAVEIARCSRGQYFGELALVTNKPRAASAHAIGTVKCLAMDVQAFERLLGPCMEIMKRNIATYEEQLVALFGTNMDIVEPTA
# phage Ecoli inh = E. coli growth loss with phage present; growth absorbance; inhibition, % at 11.9 µM; 360,000 tested, 0.26% active; in the data active means inhibition above about 11%
# HTR5A ag ctr = counter-screen for OPRM1-OPRD1 agonists: human HTR5A agonism; HTR5A agonist assay, luminescence, cell-based; P47898; activation, % at 9.3 µM; 340,000 tested, 0.61% active; in the data active means activation mostly above about 9.5%, no sharp cut-off; inactive means mostly below about 7.6%;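 further: 0% = cells with vehicle only and 100% = reference agonist; strong numbers were not always called active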
# Target sequence (P47898 whole entry, looked up): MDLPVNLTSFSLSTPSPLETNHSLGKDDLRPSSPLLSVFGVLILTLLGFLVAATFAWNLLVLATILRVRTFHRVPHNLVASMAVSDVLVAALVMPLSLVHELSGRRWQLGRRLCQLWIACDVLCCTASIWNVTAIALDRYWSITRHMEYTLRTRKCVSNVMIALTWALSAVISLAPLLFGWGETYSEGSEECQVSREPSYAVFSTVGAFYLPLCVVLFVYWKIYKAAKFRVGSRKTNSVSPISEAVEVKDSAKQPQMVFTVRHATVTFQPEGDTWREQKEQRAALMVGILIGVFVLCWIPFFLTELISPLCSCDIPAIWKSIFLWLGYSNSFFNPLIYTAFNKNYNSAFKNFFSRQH
# E coli growth = bacterial growth inhibition, counter-screen for AddAB inhibitors | E. coli V3065 growth, OD600 absorbance, 18 h | AID 449728 | inhibition, % at 11.9 µM | 330,000 tested, 0.27% active;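 active means inhibition above the campaign's mean inhibition across all tested compounds plus 3 SD, cut at about 9.9% in these data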;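 further: uninfected addAB+ strain grown without phage in ampicillin broth; 0% = DMSO wells and 100% = ciprofloxacin 0.95 µg/ml wells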
# CDK5 inh = CDK5/p35 (human) kinase inhibition | Recombinant CDK5/p35, ADP-Glo luminescence, 60 min | Q00535+Q15078 | AID 488839 | 330,000 tested, 0.01% active | inhibition, % at 10 µM;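 active means highest replicate inhibition of at least 50% and at least 75% of replicates reaching 50%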;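 further: plate controls were DMSO neutral control for no effect and GW8510 at 10 µM for full effect; many of its hits are not listed in these tables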
# HTR5A inv ag = counter-screen for OPRM1-OPRD1 inverse agonists: human HTR5A inverse agonism; P47898; 340,000 tested, 0.083% active; inhibition, % at 9.3 µM; HTR5A cell line, luminescence; in the data active means inhibition mostly above about 23%, no sharp cut-off; inactive means mostly below about 18%;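 further: 0% = cells with DMSO and 100% = no-cell wells with DMSO; some compounds called inactive have numbers as strong as hits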
# * = called active by the depositor; . = no result given.
SMILES,AddAB inh,Mot1-301 SUMO,PKA-R1A activ,DAGLB inhibitor,Tat export inh,PKA-R2B activ,phage Ecoli inh,HTR5A ag ctr,E coli growth,CDK5 inh,HTR5A inv ag
CC(Oc1ccc(F)cc1Br)c1nc2ccccc2c(=O)[nH]1 (stereo not drawn),0.2,189,4,-1,-9,-9,1.3,1,-0.1,-1.6,2
COc1ccc(Nc2ncc3c(n2)CC(c2ccc(OC)cc2)CC3=O)cc1 (stereo not drawn),3.6,-1,-4,2,8,-2,-0.2,2,-0.3,-0.6,-2
CCOc1ccc(NC(=O)Nc2ccc3c(c2)nc(C)n3C)cc1,1.5,13,-8,-1,-12,-8,5.1,-1,1.0,-0.7,-11
CC(C)(C)c1cc(Br)ccc1OCC(=O)Nc1ncn[nH]1,4.5,39,-2,1,2,-2,2.0,6,-0.9,-1.3,-15
CC(=O)N1CCC(N(C(=O)Nc2ccc(F)cc2)C2CCCC2)CC1,-2.9,-6,1,-4,4,5,1.9,-2,-2.1,0.3,6
COc1ccc(C(CNC(=O)Cn2c(=O)oc3ccccc32)N(C)C)cc1 (stereo not drawn),1.5,-22,-8,1,4,4,-0.1,1,-0.1,1.3,9
CCO[C@H]1OC(C(=O)Nc2ccccc2)=C[C@@H](c2cn(C(C)=O)c3ccccc23)[C@@H]1CCCO,5.2,-3,-3,-5,1,-11,1.1,-5,0.0,-2.1,15
COc1cccc(CCN2CCC(CNS(=O)(=O)c3cc(-c4cc(C)no4)ccc3OC)CC2)c1,1.4,223,-11,2,2,3,0.6,0,0.4,0.6,-7
CSc1cccc(NC(=O)CNC(=O)c2ccc3c(c2)OCO3)c1,2.0,-7,-1,0,-2,-8,5.2,10*,1.2,-0.8,24
COc1ccc(-c2cc(-c3nnc(COC(=O)c4ccncc4)o3)c3ccccc3n2)cc1OC,-0.3,1,-5,-2,2,5,-0.1,1,-2.3,-0.5,-3
CCCc1nc2c(sc3nc4c(cc32)COC(C)(C)C4)c(=O)n1CCN(C)C,2.0,6,-5,2,1,-9,0.9,-1,-0.6,-0.2,3
O=C(N1CCCCC1)N1CCN(C(=O)N2CCCCC2)CC1,0.1,9,-15,-1,3,-4,4.3,2,-1.4,0.9,-6
CCOC(=O)N1CCN(c2c(Nc3ccc4c(c3)OCCO4)c(=O)c2=O)CC1,2.8,-12,-5,1,-7,-9,4.0,3,2.7,-0.3,-9
O=C(Nc1c2c(nn1-c1cccc(Cl)c1)CS(=O)(=O)C2)c1cccs1,3.7,8,0,-3,23,-5,-2.2,3,1.3,-0.9,-12
CCC1Oc2ccc(C)cc2N(CC(=O)N(Cc2ccc3c(c2)OCO3)CC2CCCO2)C1=O (stereo not drawn),0.8,5,13,-5,8,-2,0.3,1,0.7,-2.8,1
CC1CCc2c(sc(NC(=O)Cn3cnc([N+](=O)[O-])n3)c2C(N)=O)C1 (stereo not drawn),3.0,5,-8,2,-3,-15,2.8,2,-0.8,-0.5,14
O=C(c1ccc(CS(=O)(=O)c2ccc(Br)cc2)o1)N1CCN(c2ncccn2)CC1,5.8,1,3,0,3,-5,2.3,7,1.1,-1.3,-21
C[C@@H]1CCCCCCCCC(=O)OCCN[C@H](C)CCCCCCCCC(=O)OCCN[C@H](C)CCCCCCCCC(=O)OCCN1,2.6,-15,-4,-2,19,-3,.,-1,0.3,-2.2,-32
COc1ccc2c(c1)c(CC(=O)Nc1nnc(C3CC3)s1)c(C)n2C(=O)c1ccc(Cl)cc1,-0.8,-2,-11,2,-2,4,2.4,13,-3.8,0.6,-38
Cc1noc(C)c1CSCC(=O)OCc1nnc(-c2ccc([N+](=O)[O-])cc2)o1,-1.2,-3,0,2,-3,-12,-0.4,-4,-1.1,1.0,11
COc1ccc(CCN(C)C(=O)COc2cccc(-n3cnnn3)c2)cc1OC,-3.4,-6,-16,1,-9,-8,1.6,3,-2.0,-0.1,-10
Cc1ccccc1NC(=O)NCc1ccc2c(c1)OCO2,-0.4,-11,2,0,3,-11,6.3,1,0.5,0.0,-4
O=C(COC(=O)/C=C/c1ccc(F)cc1)Nc1ccc(Cl)cn1,-0.3,42,5,-3,3,-1,1.5,2,0.2,1.5,-4
Cc1nc(CN2CCN(C(=O)c3ccc(Br)cc3)CC2)cs1,-1.6,-15,-2,0,-6,14,3.7,-4,0.8,0.4,10
CN(C)S(=O)(=O)c1ccc(C(=O)OCC(=O)N2CC3(C)CC2CC(C)(C)C3)cc1 (stereo not drawn),-1.0,124,-4,-3,6,7,1.7,13*,1.2,-0.8,-31

# (more compounds)
SMILES,AddAB inh,Mot1-301 SUMO,PKA-R1A activ,DAGLB inhibitor,Tat export inh,PKA-R2B activ,phage Ecoli inh,HTR5A ag ctr,E coli growth,CDK5 inh,HTR5A inv ag
Cc1ccc(S(=O)(=O)NNC2=NCCCCC2)cc1,0.5,4,-14,1,-5,-6,4.6,7,-0.4,0.3,0
O=S(=O)(NCc1cn2ccsc2n1)c1ccc(Oc2ccccc2)cc1,1.6,-3,-2,2,10,-15,1.3,-4,2.2,-3.5,10
CCn1cc(C(=O)O)c(=O)c2cc(F)c(N3CCN(C(=S)NC(=O)c4ccccc4)CC3)cc21,101*,-6,-7,1,21,0,82*,4,101*,0.0,-35
Cc1ccc2c(c1)-c1c(cnn1CC(=O)O)CO2,5.4,-10,-9,0,4,0,1.5,0,1.3,-0.5,5
CC(=O)Oc1cccc(-c2nc3ccccc3c(=O)o2)c1,-0.5,14,5,-1,13,2,4.1,0,1.8,7.7,1
OCCSc1nc(-c2cccnc2)nc2ccccc12,-0.1,-14,-4,0,-2,0,2.0,0,0.6,0.3,-7
O=C(NC1CCNCC1)C1CC1,-0.9,5,1,-2,-4,-4,3.1,0,0.6,-0.8,-8
C[C@H](NC(=O)C1CC(=O)N(c2ccc3c(c2)OCO3)C1)C(=O)NC1CCCC1 (stereo partly drawn),3.2,144,1,2,-6,-2,-0.2,-4,2.1,1.1,16
CSc1ccc(/C=C(/NC(=O)c2ccccc2)C(=O)N2CCN(C)CC2)cc1,-1.7,-24,-1,1,0,-2,1.1,-4,0.7,2.3,12
Cc1ccc2[nH]c3c(c2c1)CCCC3=O,4.1,16,-7,-1,6,5,-0.3,-2,1.7,1.6,5
C/[N+]([O-])=C\c1ccc([N+](=O)[O-])o1,79*,330*,1,-1,-24,1,.,-1,15*,0.8,3
Cc1c(C(=O)Nc2c(C)n(C)n(-c3ccccc3)c2=O)oc2ccccc12,2.0,-27,-3,-2,13,1,4.5,0,-0.3,-2.0,-1
CCc1ccc(NC(=O)c2cccc(C(=O)Nc3ccc(CC)cc3)n2)cc1,1.8,117,-9,-17,5,-7,-0.2,8,-0.2,-0.6,-7
O=C(O)[C@@H](O)c1ccccc1,-0.9,150,4,1,-7,2,0.7,-2,2.4,0.9,9
CCCn1nnnc1SCC(=O)NNC(=O)c1ccco1,1.6,-5,11,0,-5,0,0.8,2,2.7,0.4,-5
CCc1ccc(OC(C)C(=O)Nc2ccc(S(=O)(=O)Nc3nccs3)cc2)cc1 (stereo not drawn),2.9,-12,13,4,3,5,-0.8,0,2.0,-1.0,0
COCc1ccc(C(=O)N2CCC(CCC(=O)Nc3cccc(C)c3)CC2)s1,1.3,-20,-11,-1,-5,6,1.5,11,-1.8,-3.1,-29
Cc1ccc(SCC(=O)Nc2ccc(S(N)(=O)=O)cc2)cc1,-1.6,-15,-8,-2,3,6,1.9,-3,1.9,-0.8,8
CCc1nnc(NC(=O)c2oc3ccccc3c2COC(C)C)s1,0.8,7,-17,-2,-6,-5,3.8,1,-1.9,0.4,-2
CC(C)C[C@@]12C(=O)N(c3cccc(Cl)c3)C(=O)N1[C@H](c1ccc(Br)cc1)[C@@H]1C(=O)N(C(C)(C)C)C(=O)[C@@H]12,2.4,-15,2,-12,4,4,0.0,-1,2.2,-0.1,-4
COCCNC(=O)CS(=O)Cc1nc(-c2ccc(OC)cc2)oc1C (stereo not drawn),-2.8,-10,-2,1,-4,1,1.8,-1,-1.1,0.4,-21
O=C(COc1ccc(Cl)cc1)NC1CCSC1=O (stereo not drawn),-2.1,.,6,-1,-2,13,1.8,-10,-2.8,-1.6,25
COc1ccc(NC(=O)CN2CCN(CC#N)CC2)cc1,-0.2,-19,-5,-1,16,-6,2.1,9,-1.2,-1.1,-24
CC(C)C[C@H](N)c1nnc(S(=O)(=O)Cc2ccc(F)cc2)o1,0.1,-25,-18,-4,-11,-2,.,4,0.1,0.5,-12
Cc1cc(C)c2nc(NCCCNC(=S)NCCCN(C)C)c(C#N)cc2c1,-3.0,14,-13,1,18,-2,3.0,4,-1.0,1.5,-16
CN1CCN(c2ccccc2NC(=O)c2ccc(-c3ccccc3[N+](=O)[O-])o2)CC1,-1.1,12,-3,-1,1,-11,-2.0,3,-0.7,0.4,-6
Cc1ccc2c(c1)c1c(n2CC(O)CN2C(=O)CNC2=O)C(=O)CCC1 (stereo not drawn),0.4,-7,-1,2,-2,-7,2.2,0,0.1,-1.0,0
Cc1cn([C@H]2C[C@H](O)[C@@H](CCC(=O)NCCc3cnc[nH]3)O2)c(=O)[nH]c1=O,.,.,0,-3,-8,1,1.4,2,.,0.0,-9
O=C1CC(C(=O)Nc2ccccc2)N=C(N2CCOCC2)N1 (stereo not drawn),1.8,-18,-12,0,9,2,2.5,-1,-1.0,-2.4,-27

# Part of the list above in order of length of the SMILES, lowest first:
SMILES,AddAB inh,Mot1-301 SUMO,PKA-R1A activ,DAGLB inhibitor,Tat export inh,PKA-R2B activ,phage Ecoli inh,HTR5A ag ctr,E coli growth,CDK5 inh,HTR5A inv ag
O=C(NC1CCNCC1)C1CC1,-0.9,5,1,-2,-4,-4,3.1,0,0.6,-0.8,-8
O=C(COc1ccc(Cl)cc1)NC1CCSC1=O (stereo not drawn),-2.1,.,6,-1,-2,13,1.8,-10,-2.8,-1.6,25
COc1ccc(NC(=O)CN2CCN(CC#N)CC2)cc1,-0.2,-19,-5,-1,16,-6,2.1,9,-1.2,-1.1,-24
C/[N+]([O-])=C\c1ccc([N+](=O)[O-])o1,79*,330*,1,-1,-24,1,.,-1,15*,0.8,3
O=S(=O)(NCc1cn2ccsc2n1)c1ccc(Oc2ccccc2)cc1,1.6,-3,-2,2,10,-15,1.3,-4,2.2,-3.5,10
CCc1ccc(NC(=O)c2cccc(C(=O)Nc3ccc(CC)cc3)n2)cc1,1.8,117,-9,-17,5,-7,-0.2,8,-0.2,-0.6,-7
Cc1c(C(=O)Nc2c(C)n(C)n(-c3ccccc3)c2=O)oc2ccccc12,2.0,-27,-3,-2,13,1,4.5,0,-0.3,-2.0,-1
CN1CCN(c2ccccc2NC(=O)c2ccc(-c3ccccc3[N+](=O)[O-])o2)CC1,-1.1,12,-3,-1,1,-11,-2.0,3,-0.7,0.4,-6
CCn1cc(C(=O)O)c(=O)c2cc(F)c(N3CCN(C(=S)NC(=O)c4ccccc4)CC3)cc21,101*,-6,-7,1,21,0,82*,4,101*,0.0,-35
